TcdB inh: inhibitors of Clostridioides difficile toxin B glycohydrolase | P18177 | TcdB glycohydrolase enzymatic assay, plate reader | inhibition, % at 9.99 µM | 0.24% of 350,000 active | AID 652162; in the data active = inhibition above about 10%
Numbers without * were called inactive; & = joins results of further samples. Only part of the results is shown; rates above refer to the full screens.

SMILES	TcdB inh
CN(C)CC#Cc1ccc([C@H]2[C@@H](CO)N3CCCCN(S(=O)(=O)c4ccccc4F)C[C@H]23)cc1	0.6
C[C@@H]1CN([C@@H](C)CO)S(=O)(=O)c2ccc(C#Cc3ccncc3)cc2O[C@H]1CN(C)S(=O)(=O)c1ccccc1	-1.0
CCNC(=O)C[C@H]1CC[C@H]2[C@@H](COC[C@@H](O)CN2C(=O)C2CCCC2)O1	0.6
C[C@H](NC(=O)[C@H]1N[C@H]2c3ccc(-c4ccncc4)c(=O)n3C[C@H]2[C@@H]1CO)c1ccccc1	-0.8
O=C(C[C@@H]1CC[C@H]2[C@@H](COC[C@@H](O)CN2CC2CCCC2)O1)NCc1ccc(Cl)cc1	-2.2
N#Cc1ccc(-c2ccc([C@H]3[C@@H](CO)N4CCCCN(S(=O)(=O)c5ccccc5)C[C@@H]34)cc2)cc1	-0.5
CC(C)NC(=O)Nc1ccc2c(c1)C(=O)N([C@@H](C)CO)C[C@H](C)[C@@H](CN(C)C(=O)NC1CCCCC1)OCCCC[C@@H](C)O2	0.1
CCCNC(=O)N1[C@@H](CO)[C@@H](c2ccccc2)C12CN(C(=O)C1CCCCC1)C2	-0.5
COCC(=O)N1CC2(CCN(C(C)=O)CC2)c2c([nH]c3cc(OC)ccc23)[C@H]1CO	0.4
CCC(=O)N1CC[C@@H]2[C@@H](CO)N(C)c3ccc(-c4ccccc4F)cc3[C@@H]21	1.7
C[C@H]1CN([C@@H](C)CO)C(=O)c2cc(C#CCc3ccccc3)cnc2O[C@H]1CN(C)Cc1cccc(F)c1	-0.4
C[C@H](CO)N1C[C@H](C)[C@@H](CN(C)Cc2ccc3c(c2)OCO3)Oc2ccc(NC(=O)CCN3CCOCC3)cc2CC1=O	-0.5
C/C=C/c1ccc([C@@H]2[C@@H](CN(CC)C(C)=O)N(C(=O)C3CC3)[C@H]2CO)cc1	0.1
Cc1ccc(S(=O)(=O)N2[C@@H]3CNC[C@H]2C3c2ccc(-c3cccc(C)c3)cc2)cc1 (stereo partly specified)	-0.5&-0.5
C[C@H]1CN([C@@H](C)CO)C(=O)c2cc(C#CC(C)(C)O)cnc2O[C@H]1CN(C)C(=O)C1CCC1	-0.6
CCNC(=O)C[C@@H]1CC[C@@H]2[C@@H](COc3ccc(NC(=O)Cc4ccccc4)cc3C(=O)N2C)O1	0.1
C[C@H]1CN([C@@H](C)CO)C(=O)c2cccc(NS(=O)(=O)c3ccc(F)cc3)c2O[C@@H]1CN(C)CC1CC1	0.7
CCNC(=O)Nc1ccc2c(c1)C(=O)N(C)[C@@H]1CC[C@H](CC(=O)NCc3ccccc3F)O[C@@H]1CO2	2.2
COc1ccc(NC(=O)N2CC(=O)N3[C@H](C2)[C@@H](c2ccc(-c4ccccc4)cc2)[C@@H]3CO)cc1	0.4
C[C@@H]1CN([C@@H](C)CO)C(=O)c2cc(NC(=O)CCC(F)(F)F)ccc2O[C@@H](C)CCCCO[C@@H]1CN(C)C(=O)c1ccccc1	0.8
CCCN1[C@@H]2c3ccc(-c4ccccc4OC)c(=O)n3C[C@H]1[C@H](CO)[C@H]2C(=O)N1CCOCC1	0.1
CO[C@H]1CN(C)C(=O)c2cc(NC(=O)c3cccc(F)c3)ccc2OC[C@@H](C)N(C)C[C@H]1C	0.4
CCCC#Cc1ccc([C@H]2[C@@H](C#N)N(S(=O)(=O)c3cccc(F)c3)[C@@H]2CO)cc1	-0.4
O=C(C[C@@H]1CC[C@@H]2[C@H](COC[C@@H](O)CN2C(=O)Nc2ccc(Cl)c(Cl)c2)O1)NCc1ccc(F)cc1	-0.1
CN(C)C(=O)C[C@H]1CC[C@H]2[C@@H](COC[C@H](O)CN2CC2CCOCC2)O1	-2.4
COc1ccc(S(=O)(=O)Nc2ccc3c(c2)CC(=O)N([C@H](C)CO)C[C@@H](C)[C@@H](CN(C)Cc2ccc(Oc4ccccc4)cc2)O3)cc1	0.6
O=C(C[C@H]1CC[C@H](NC(=O)c2cccc(F)c2)[C@H](CO)O1)NCc1ccccc1	0.4
CO[C@@H]1CN(C)C(=O)c2ccc(NC(C)=O)cc2OC[C@@H](C)N(C(=O)c2ccncc2)C[C@@H]1C	0.2
O=C(C[C@H]1CC[C@@H](NC(=O)Cc2ccccn2)[C@H](CO)O1)NCCCN1CCOCC1	0.4
COC(=O)[C@H]1[C@H](CO)[C@H]2Cn3c(ccc(-c4ccccc4F)c3=O)[C@H]2N1Cc1ccncc1	0.3

The list continues:
molecule,TcdB inh
COc1ccc(NC(=O)Nc2ccc3c(c2)C(=O)N([C@@H](C)CO)C[C@@H](C)[C@@H](CN(C)C(=O)Nc2ccc(C(F)(F)F)cc2)OCCCC[C@@H](C)O3)cc1,0.4
C[C@@H]1CN([C@@H](C)CO)C(=O)c2cc(NC(=O)NC3CCCCC3)ccc2O[C@@H]1CN(C)Cc1ccc(C(F)(F)F)cc1,0.3
C[C@H](CO)N1C[C@H](C)[C@H](CN(C)C(=O)Cc2ccccc2)Oc2cc(C#CC3(O)CCCC3)ccc2S1(=O)=O,-0.2
COCC(=O)Nc1ccc2c(c1)C(=O)N(C)C[C@H](OC)[C@@H](C)CN(Cc1ccccn1)[C@@H](C)CO2,-1.2
O=C(C[C@H]1CC[C@H]2[C@@H](COC[C@@H](O)CN2C(=O)Nc2ccc(C(F)(F)F)cc2)O1)NCC1CC1,-0.9
Cc1noc(C)c1NC(=O)Nc1cccc2c1O[C@H](CN(C)Cc1ccc(Oc3ccccc3)cc1)[C@@H](C)CN([C@H](C)CO)C2=O,-1.2
CC(C)NC(=O)Nc1ccc2c(c1)CC(=O)N([C@@H](C)CO)C[C@H](C)[C@@H](CN(C)S(C)(=O)=O)O2,-0.1
CO[C@@H]1CN(C)C(=O)c2ccc(NC(=O)c3cc(C)on3)cc2OC[C@@H](C)N(C(=O)C2CC2)C[C@@H]1C,-1.5
Cc1ccc(S(=O)(=O)Nc2cccc3c2O[C@@H](CN(C)C(=O)NC(C)C)[C@H](C)CN([C@@H](C)CO)C3=O)cc1,-0.9
CC(C)NC(=O)Nc1ccc2c(c1)CC(=O)N([C@@H](C)CO)C[C@@H](C)[C@@H](CN(C)Cc1ccc(-c3ccccc3)cc1)O2,-2.3
C[C@@H]1CCCCO[C@@H](CN(C)S(C)(=O)=O)[C@@H](C)CN([C@H](C)CO)C(=O)c2cc(NC(=O)Nc3ccccc3)ccc2O1,-1.3
CCCNC(=O)N1CC(=O)N2[C@@H](CO)[C@H](c3ccc(C#Cc4cccc(OC)c4)cc3)[C@@H]2C1,-1.0
C[C@H](CO)N1C[C@H](C)[C@H](CN(C)C)Oc2ccc(NC(=O)Cc3cn(C)c4ccccc34)cc2CC1=O,-1.6
O=C([C@H]1[C@H](CO)[C@H]2Cn3c(cccc3=O)[C@@H]1N2CC1CCCC1)N1CCc2ccccc2C1,-2.4
Cc1ccc(S(=O)(=O)N[C@H]2CC[C@H](CC(=O)NCCc3ccncc3)O[C@H]2CO)cc1,-0.4
C[C@@H](NC(=O)C[C@H]1C=C[C@H](NS(=O)(=O)c2cccc(F)c2)[C@@H](CO)O1)c1ccccc1,0.8

4 entries drawn at random from those above, as already listed:
molecule,TcdB inh
CC(C)NC(=O)Nc1ccc2c(c1)CC(=O)N([C@@H](C)CO)C[C@@H](C)[C@@H](CN(C)Cc1ccc(-c3ccccc3)cc1)O2,-2.3
CO[C@H]1CN(C)C(=O)c2cc(NC(=O)c3cccc(F)c3)ccc2OC[C@@H](C)N(C)C[C@H]1C,0.4
COc1ccc(NC(=O)Nc2ccc3c(c2)C(=O)N([C@@H](C)CO)C[C@@H](C)[C@@H](CN(C)C(=O)Nc2ccc(C(F)(F)F)cc2)OCCCC[C@@H](C)O3)cc1,0.4
COC(=O)[C@H]1[C@H](CO)[C@H]2Cn3c(ccc(-c4ccccc4F)c3=O)[C@H]2N1Cc1ccncc1,0.3

An excerpt of these results, with each value named.
CCCNC(=O)N1CC(=O)N2[C@@H](CO)[C@H](c3ccc(C#Cc4cccc(OC)c4)cc3)[C@@H]2C1
  TcdB inh: -1.0
C[C@@H](NC(=O)C[C@H]1C=C[C@H](NS(=O)(=O)c2cccc(F)c2)[C@@H](CO)O1)c1ccccc1
  TcdB inh: 0.8
C[C@@H]1CCCCO[C@@H](CN(C)S(C)(=O)=O)[C@@H](C)CN([C@H](C)CO)C(=O)c2cc(NC(=O)Nc3ccccc3)ccc2O1
  TcdB inh: -1.3
C[C@H](CO)N1C[C@H](C)[C@H](CN(C)C)Oc2ccc(NC(=O)Cc3cn(C)c4ccccc34)cc2CC1=O
  TcdB inh: -1.6

Next section
molecule,TcdB inh
C[C@@H]1CN([C@H](C)CO)C(=O)c2cccc(NC(=O)C3CCCCC3)c2O[C@@H]1CN(C)S(=O)(=O)c1cccs1,1.2
O=C(NC1Cc2ccccc2C1)[C@H]1N[C@H]2c3ccc(C4=CCCCC4)c(=O)n3C[C@H]2[C@@H]1CO,1.2
COc1ccc(C(=O)N2C[C@H]3[C@@H](c4ccccc42)[C@@H](CO)N3Cc2ccc(Cl)cc2)cc1,0.4
CN(C)C(=O)c1cccc(-c2ccc(C3[C@@H]4CN(S(=O)(=O)c5ccccc5F)C[C@H]3N4)cc2)c1 (stereo partly specified),-1.2&-0.2
O=C(C[C@@H]1C=C[C@@H](NC(=O)C2CCOCC2)[C@H](CO)O1)NCc1ccccc1Cl,-15
O=C(C[C@H]1CC[C@@H]2[C@H](COC[C@@H](O)CN2CCC(F)(F)F)O1)NCc1ccc(Oc2ccccc2)cc1,0.6
CNC[C@H]1Oc2c(N)cccc2C(=O)N([C@@H](C)CO)C[C@@H]1C,0.7
C[C@H](CO)N1C[C@H](C)[C@@H](CN(C)Cc2cncnc2)Oc2ncc(-c3cccc(C#N)c3)cc2C1=O,0.4
COc1ccc(NC(=O)Nc2ccc3c(c2)CC(=O)N([C@@H](C)CO)C[C@H](C)[C@@H](CN(C)S(C)(=O)=O)O3)cc1,0.0
C[C@H](CO)N1C[C@H](C)[C@H](CN(C)Cc2ccc(C(=O)Nc3ccccc3N)cc2)Oc2c(NC(=O)c3cnccn3)cccc2C1=O,-0.2
C/C=C/c1ccc2c(c1)O[C@@H](CN(C)C(=O)Nc1cccc(F)c1)[C@@H](C)CN([C@@H](C)CO)S2(=O)=O,1.7
C[C@H](CO)N1C[C@H](C)[C@@H](CN(C)C(=O)Nc2cccc(Cl)c2Cl)OCc2ccccc2-c2c(n(C)c3ccccc23)C1=O,-1.4
O=C(C[C@@H]1CC[C@H]2[C@@H](COC[C@@H](O)CN2C(=O)Nc2ccc(F)cc2)O1)NC1CCC1,0.3
O=C(c1cnccn1)N1CC(=O)N2[C@@H](CO)[C@H](c3ccc(C#CC4CCCC4)cc3)[C@@H]2C1,-0.4
O=C(c1cccc(F)c1)N1CCCCN2[C@@H](CO)[C@@H](c3ccc(/C=C/c4ccccc4)cc3)[C@@H]2C1,0.0
CCCNC(=O)N1C[C@@H](C)[C@H](OC)CN(C)C(=O)c2cc(NC(=O)CCC)ccc2OC[C@@H]1C,-0.5
C[C@H](CO)N1C[C@H](C)[C@H](CN(C)S(=O)(=O)c2ccc(F)cc2)OCCCC[C@H](C)Oc2ccc(NS(=O)(=O)c3cccs3)cc2C1=O,0.5
C[C@@H]1CN([C@H](C)CO)S(=O)(=O)c2ccc(C#CC3(O)CCCC3)cc2O[C@@H]1CN(C)C(=O)Nc1ccccc1,0.2
C[C@H]1CCCCO[C@@H](CN(C)C(=O)Nc2ccccc2)[C@@H](C)CN([C@@H](C)CO)C(=O)c2cc(NS(C)(=O)=O)ccc2O1,0.1
COc1ccc(NC(=O)N(C)C[C@H]2OCCCC[C@H](C)Oc3ccc(NC(=O)Nc4c(C)noc4C)cc3C(=O)N([C@H](C)CO)C[C@@H]2C)cc1,0.0
CCCNC(=O)N1CC2(CN(C(=O)Nc3cccc(F)c3)C2)c2c(n(C)c3cc(OC)ccc23)[C@@H]1CO,0.5
C[C@H](CO)N1C[C@H](C)[C@H](CN(C)C(=O)Nc2ccc(C(F)(F)F)cc2)OCCCC[C@H](C)Oc2ccc(NC(=O)Nc3ccccc3)cc2C1=O,-0.6
Cc1ccc(S(=O)(=O)Nc2ccc3c(c2)C(=O)N([C@@H](C)CO)C[C@@H](C)[C@@H](CN(C)C(=O)Nc2ccc4c(c2)OCO4)OCCCC[C@@H](C)O3)cc1,0.6
CO[C@H]1CN(C)C(=O)c2ccc(NC(C)=O)cc2OC[C@@H](C)N(C(=O)C2CCCCC2)C[C@@H]1C,0.6
CN1C(=O)c2cc(NS(C)(=O)=O)ccc2OC[C@@H]2O[C@@H](CC(=O)NCc3ccc(-c4ccccc4)cc3)CC[C@@H]21,-0.1
Cc1ccccc1S(=O)(=O)NCC[C@H]1CC[C@@H](NC(=O)C2CCC2)[C@H](CO)O1,-0.3
C[C@@H]1CN([C@H](C)CO)C(=O)c2cccc(NC(=O)C3CC3)c2O[C@@H]1CN(C)Cc1ccc(C(F)(F)F)cc1,0.8
C[C@@H]1CN([C@@H](C)CO)S(=O)(=O)c2ccc(C#Cc3ccc(F)cc3)cc2O[C@@H]1CN(C)S(C)(=O)=O,1.5
C[C@H](CO)N1C[C@H](C)[C@@H](CN(C)S(=O)(=O)c2ccc(F)cc2)Oc2ncc(/C=C/c3ccccc3)cc2C1=O,1.1
O=C(Nc1cc(F)ccc1F)N[C@H]1CC[C@H](CCn2cc(C3CCCC3)nn2)O[C@H]1CO,-1.2
Cc1ccccc1S(=O)(=O)N1[C@H](C#N)[C@H](c2ccc(C#CC3CCCC3)cc2)[C@H]1CO,-0.1
C[C@H](NC(=O)C[C@@H]1C=C[C@H](NC(=O)C2CC2)[C@@H](CO)O1)c1ccccc1,-1.1
C[C@@H]1CCCCO[C@@H](CN(C)C(=O)Nc2ccc(C(F)(F)F)cc2)[C@@H](C)CN([C@H](C)CO)C(=O)c2cc(NC(=O)C3CCCCC3)ccc2O1,-0.2

Screening results (PubChem)
